# P. falciparum M17LAP – P. falciparum M17LAP inhibitors, primary screen, biochemical, fluorogenic H-Leu-NHMec substrate, 1536-well (AID 1619); Leucine aminopeptidase (Plasmodium falciparum (isolate 3D7)); recombinant M17LAP, H-Leu-NHMec fluorogenic kinetic assay; higher % means a stronger effect; one-dose inhibition, % at 30 µM; IC50 in µM for titrated hits; 220,000 compounds, 0.38% hits;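 active = compound inhibiting the enzyme by more than half at any dose during confirmatory dose-response retesting; inconclusive = strong single-dose inhibitors picked by rank but not retested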;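 also: plate controls were full reaction with DMSO carrier for no effect and no enzyme background for full effect; strong numbers were not always called active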
# MT stabilizer – microtubule stabilizers in HeLa cells, primary screen, imaging, high-content imaging. HeLa tubulin immunostaining HCS, 24 h; share of cells brighter than vehicle mean+2SD. % tubulin-high responders, % at 10 µM. 200,000 compounds, 0.83% hits;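 active = plate Z-score above 3 for both tubulin-high and condensed-nucleus cell shares, with cell loss under 80%, at 10 µM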;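 also: anti alpha tubulin signal scored within the nucleus-defined area of each cell; some results filed as inactive read as strong as hits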
# Dynein transport – inhibitors of GR-EGFP nuclear translocation, primary screen, dynein cargo transport inhibitor project, imaging, high-content, 3617.4 mouse cells; test concentration mostly 20 µM; stimulated with dexamethasone, 1 µM; hits give low values; z-score, hits read low; 220,000 compounds, 0.47% hits; AID 1381, 2008;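 active = plate z-score of nuclear minus cytoplasmic receptor signal below a set negative limit, without overly bright fluorescence or cell loss, cut at about -3.5 in these data, passing the limit was not always enough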;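 also: z-score of nuclear minus cytoplasmic ring GR-EGFP intensity difference per well; some compounds called inactive have numbers as strong as hits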
#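 Also added: dexamethasone, 1.0 µM final. Medium: tet-free, stripped-serum medium. Detection: fixed, Hoechst-stained cells imaged at 10x for EGFP. Read-out: nuclear-to-cytoplasmic GR-EGFP distribution per well. Times: induction 48 h, compound 1 h, agonist 30 min.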
# Insulin prom up – insulin promoter activators in MIN6 cells, imaging, high-content screening, mouse beta cells; 190,000 compounds, 0.3% hits; z-score at 5 µM; MIN6 insulin promoter-GFP reporter; hits give high values;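 active = z-score above 3 at 5 µM with at least 500 cells counted in the well; inconclusive = wells under 500 cells, flagged as cytotoxic or low count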
# Autophagy mod – autophagy modulators in MEF cells, primary screen, imaging, high-content, MEF GFP-LC3. MEF GFP-LC3 puncta imaging; test concentration mostly 10 µM. calls only at 10 µM (by protocol). 190,000 compounds, 0.98% hits;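 active = percentage of spot-positive cells more than 3 SD above its plate mean, without a fluorescence outlier flag or 80% toxicity; inconclusive = no clear call, values can overlap the other calls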;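 also: spot-positive cell cutoff set from DMSO-treated cells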
# UTI89 phage lysis – inhibition of K1F phage lysis, E. coli UTI89, bacterial capsule biogenesis inhibitors, alamar blue (AID 488966); E. coli UTI89 K1F phage lysis, alamar blue, 2 h; higher % means a stronger effect; inhibition, % at 100 µM; hits with a dose series show IC50 in µM; 340,000 compounds, 0.02% hits;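 active = phage lysis inhibition, versus mean bacterial control, above a set limit; inconclusive = no clear call, values can overlap the other calls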;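 also: capsule biogenesis inhibitors block K1F phage lysis so surviving cells raise fluorescence; higher fluorescence means more inhibition of phage lysis; actives were called in the ten point dose series up to 300 µM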
# CSM14.1 death rescue – rescue of cells from ER stress-induced death, primary screen, 384-well, CSM14.1, thapsigargin, ATP luminescence (AID 1222) | CSM14.1 thapsigargin-induced death rescue, ATP luminescence; higher % means a stronger effect | one-dose cellular ATP content (survival), % at 20 µM; EC50 in µM for titrated hits | 190,000 tested, under 10 active;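 active = EC50 below 50 µM in the dose-response confirmation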;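 also: death triggered by thapsigargin at about 15 µM added after 2 h compound pretreatment; cell ATP read after overnight thapsigargin exposure of roughly 18 to 22 hours; normalized against plate controls of thapsigargin alone and 5% DMSO vehicle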
# P. falciparum M1AAP – P. falciparum M1AAP inhibitors, biochemical, fluorogenic H-Leu-NHMec substrate, 1536-well (AID 1445); recombinant M1AAP, H-Leu-NHMec fluorogenic kinetic assay; higher % means a stronger effect; one-dose inhibition, % at 30 µM; IC50 in µM for titrated hits; Aminopeptidase N (Plasmodium falciparum (isolate 3D7)); 220,000 compounds, 0.42% hits;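 active = primary inhibition above the hit cutoff, then over 50% inhibition at one or more dose response concentrations, cut at about 23% in these data, passing the limit was not always enough; inconclusive = conflicting primary data, or primary hits not chosen for dose response; inactive = low primary inhibition, or under 50% at every dose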;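 also: plate controls were DMSO full reaction for no effect and no enzyme background for full effect; strong numbers were not always called active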
# bCat nuc transl – modulators of beta-catenin nuclear translocation, primary screen, imaging, HeLa cells, immunofluorescence, high-content; nuclear translocation activity, % at 5 µM; AID 1665, 2009; 190,000 compounds, 0.3% hits;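 active = nuclear translocation activity above 50% at 5 µM, with a well cell count of 50 or more; inconclusive = wells under 50 cells across six images, flagged as toxic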;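 also: per-cell ratio of nuclear to cytoplasmic median beta-catenin stain intensity; plate controls were DMSO negative control for no effect and GSK-3 inhibitor IX positive control for full effect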
#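 System: HeLa cells, endogenous beta-catenin; compound dosing: 5 µM primary single dose, 0.1% DMSO, 0.02–20 µM confirmation series; incubation: 24 h compound exposure at 37°C, 5% CO2; signal: beta-catenin immunofluorescence imaging with DAPI; evaluation: % activation, nuclear-to-cytoplasmic median beta-catenin signal ratio per cell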
# Dynein transport cytoplasmic EGFP – second read-out of Dynein transport, no call of its own (marks repeat the call); z-score; measured here: cytoplasmic GR-EGFP intensity; hits give high values
# Dynein transport nuclear GR-EGFP – further read-out of Dynein transport, marked with its call; z-score; measured here: nuclear GR-EGFP intensity;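 lower value marks the stronger effect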
# Dynein transport cell count – also measured in Dynein transport; calls as there; z-score; measured here: cell count per field
# Insulin prom up cell count – recorded beside Insulin prom up, whose call it bears; cell count; measured here: cytotoxicity, nuclei count;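 total cells summed across four imaged fields per well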
# bCat nuc transl cell count 5 µM – further read-out of bCat nuc transl, marked with its call; cell count; measured here: cell count, cytotoxicity flag
# MT stabilizer Hoechst-high % – also measured in MT stabilizer; calls as there; % Hoechst-high responders; measured here: nuclear condensation Hoechst responders;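 share of cells brighter than vehicle mean plus two SD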
# MT stabilizer cytotoxicity % – second read-out of MT stabilizer, no call of its own (marks repeat the call); toxicity, %; measured here: cytotoxicity by cell density;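 0% = mean cell density of plate MIN control wells and 100% = no cells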
# Autophagy mod cell loss 18 h – second read-out of Autophagy mod, no call of its own (marks repeat the call); toxicity, %; measured here: cell loss, nuclei count;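 cell loss after 18 h compound exposure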
# * hit, by the source's call; i = inactive; ? = inconclusive; nt = no result given; + = active, no number; [ ] = dose if it differs, or a comment.
SMILES,P. falciparum M17LAP,MT stabilizer,MT stabilizer Hoechst-high %,MT stabilizer cytotoxicity %,Dynein transport,Dynein transport cytoplasmic EGFP,Dynein transport nuclear GR-EGFP,Dynein transport cell count,Insulin prom up,Insulin prom up cell count,Autophagy mod,Autophagy mod cell loss 18 h,UTI89 phage lysis,CSM14.1 death rescue,P. falciparum M1AAP,bCat nuc transl,bCat nuc transl cell count 5 µM
CCOC(=O)CC(NC(=O)Cn1nnc(-c2ccccc2F)n1)c1ccccc1Cl (stereo unspecified),8%,1.8,1.2,7.0,0.23,-0.12,0.025,0.14,0.81,1617,i,-13,0.0%,0.1%,5%,-5.3,1099
CCNC(=S)N(CCc1c(C)[nH]c2ccc(Cl)cc12)Cc1ccco1,0%,1.5,1.6,1.9,-0.075,-0.019,-0.29,-0.28,-1.8,974,i,7,-0.2%,1.5%,0%,0.0,1085
COCC(C)NC(=O)C1CC(=O)N(c2ccc(C)cc2)C1 (stereo unspecified),3%,1.8,1.9,9.4,-0.92,-0.23,-0.19,0.7,0.93,1326,i,0,-0.4%,-0.1%,7%,-0.3,1120
CNC(=O)CCSc1ccc(C)cc1,-5%,2.7,2.2,1.8,0.24,-0.22,0.11,0.73,nt,nt,i,33,0.0%,-2.3%,-4%,-0.5,1164
CCOC(=O)C1=C(C)OC(N)=C(C#N)C1c1ccc(C)o1 (stereo unspecified),13%,1.4,1.0,7.5,1.9,1.6,1.5,-1.5,0.09,871,i,11,1.1%,-0.8%,6%,nt,nt
Cc1ccc2[nH]c3c(NCCCN4CCCC4=O)ncnc3c2c1,-32%,1.9,1.5,0.4,-0.35,-0.2,-0.045,0.27,-0.19,1782,i,12,0.3%,-2.2%,1%,-1.6,1155
COc1ccc(NC(=O)C2CCC(N3C(=O)C4C5C=CC(C5)C4C3=O)CC2)cc1 (stereo unspecified),15%,1.6,1.2,6.5,-0.21,-0.34,0.18,0.017,0.35,682,i,-4,3.7%,-3.7%,0%,-1.0,1059
CCN(CC)S(=O)(=O)c1cccc(N2CC(O)=C(c3ccccc3)C2=N)c1,6%,nt,nt,nt,0.58,-0.22,0.19,-0.25,-0.52,1125,nt,nt,0.3%,nt,-1%,1.0,1289
Cc1cccc(-n2c(O)c(C=Nc3cccc(O)c3)c3ccccc3c2=O)n1,2%,nt,nt,nt,1.3,-0.23,0.63,-1.2,-0.05,1071,nt,nt,-1.3%[50 µM],nt,7%,-0.3,1409
CC(=O)C1=C(O)C(=O)N(c2cccnc2)C1c1ccc(Cl)cc1 (stereo unspecified),-2%,2.5,2.0,7.6,0.53,-0.16,1.1,-0.34,1.2,1319,i,-32,0.2%,-0.3%,-1%,-2.4,942
O=C(Nc1cccc2c1C(=O)NC2=O)c1ccc(N2C(=O)CCC2=O)cc1,-2%,1.5,1.1,4.7,-0.73,-0.27,-0.38,0.73,0.42,1638,i,13,0.5%,1.6%,6%,-1.2,1142
COc1cc(/C=C/C(=O)O)cc(S(=O)(=O)NCc2ccc3c(c2)OCO3)c1OC,15%,1.2,2.6,6.5,-0.33,-0.16,-0.26,0.14,0.68,1340,i,-6,2.4%,-0.1%,82µM*,0.1,1531
COc1cccc(NC(=O)CSc2nc3c(c(=O)n2C)SC(C)C3)c1 (stereo unspecified),-2%,1.8,1.0,4.0,0.55,-0.14,0.41,-0.58,-0.01,1364,i,8,-1.1%,nt,0%,0.7,1112
Cc1cc(O)c(C(C)C)cc1NC(=O)c1ccccc1Cl,-10%,4.3,2.3,3.8,-0.74,-0.24,-0.28,0.18,0.43,1537,i,5,1.2%[50 µM],0.8%,-4%,-0.4,1063
COc1ccc(N2CCN(C(=O)CN=C3NS(=O)(=O)C(c4ccc(C)cc4)=C3C)CC2)cc1,-9%,2.7,1.2,0.5,-0.76,-0.12,-0.2,-0.43,0.41,1289,i,-6,7.2%,-3.0%,9%,-1.6,1055
Fc1cccc(Cc2noc(CN3CCCCC3c3ccccn3)n2)c1 (stereo unspecified),-7%,1.9,1.3,4.3,-0.57,-0.32,-0.51,1.2,-0.25,1649,i,-2,0.8%,-0.6%,6%,-0.2,961
COC(=O)c1ccccc1NC(=S)N(Cc1ccc2c(c1)OCO2)Cc1cc2ccc(C)cc2[nH]c1=O,7%,1.0,1.9,7.4,1.2,-0.19,1,-1.3,-1.1,1449,i,-3,-2.1%,9.5%,2%,2.1,1126
c1ccc(OCc2nn3c(-c4ccco4)nnc3s2)cc1,1%,6.2,5.3,0.7,-1,-0.31,-0.46,0.4,0.29,1041,i,4,0.1%,0.8%,-2%,-0.1,1233
Cc1ccc(NC(=S)NCCc2ccc(F)cc2)c(C)c1,4%,2.2,1.5,3.7,-0.19,-0.19,-0.15,0.58,-0.26,1407,i,12,-0.8%[50 µM],0.3%,0%,-0.4,1048
N#C/C(=C/c1ccc([N+](=O)[O-])cc1)C(=O)Nc1ccccc1O,13%,3.0,3.5,3.4,-0.32,-0.23,-0.39,0.45,-0.01,1219,i,10,2.9%[50 µM],-4.2%,6%,-1.1,947
COC(=O)c1ccc(Cl)cc1NC(=O)/C=C/c1ccc(C)o1,-9%,1.8,2.1,6.8,-1.4,-0.19,-0.33,0.65,2.1,1362,i,1,0.3%,-3.2%,0%,nt,nt
NC(=O)CSc1ccc(F)cc1,4%,5.7,2.4,11,-1.1,-0.34,-0.23,1.7,0.29,1241,i,-3,1.7%,nt,-8%,-1.7,1111
O=C(O)CN1C(c2ccccc2)=Nc2ccc(Br)cc2C1c1ccccc1 (stereo unspecified),5%,2.0,2.5,8.0,-0.55,0.1,-0.52,0.74,0.02,1485,i,-20,0.1%,0.8%,9%,-0.9,1568
CS(=O)(=O)c1ccccc1-c1nc(-c2cc(C(F)(F)F)cc(C(F)(F)F)c2)no1,-3%,3.2,2.2,7.7,-0.53,-0.2,0.41,0.81,0.06,1623,i,-16,0.0%,-0.9%,1%,-0.1,1410
COc1ccc(Cl)cc1NC(=O)C1(c2cccs2)CCOCC1,-6%,3.5,2.3,8.8,0.37,-0.24,0.88,-1.6,nt,nt,i,-3,2.3%[50 µM],2.4%,-2%,1.9,939
Oc1c(C(Nc2ccccn2)c2cccnc2)cc(Cl)c2cccnc12 (stereo unspecified),-9%,2.9,0.5,21,-0.14,-0.12,0.26,-0.92,-0.41,1323,+,15*,i,-0.2%,-24%,0.0,543
COc1cc(CN2CCC(C(=O)N3CCN(c4ccccc4F)CC3)CC2)cc(OC)c1O,6%,4.9,2.9,8.4,-0.35,-0.33,-0.21,0.18,-0.52,1315,i,-4,-0.5%,0.4%,4%,-0.8,1121
CCN(CC)S(=O)(=O)c1ccc2oc(Nc3ccc4c(c3)OCCO4)nc2c1,-5%,1.4,2.0,12,-0.46,-0.15,-0.23,0.78,-0.21,869,i,-12,0.7%[50 µM],-3.7%,2%,2.9,1174
CCOc1ccc(C(CC(=O)O)NC(=O)c2cccs2)cc1OC (stereo unspecified),18%,2.1,1.7,9.3,-0.59,-0.092,-0.23,0.7,nt,nt,i,-6,0.7%,-1.7%,-6%,-0.5,1524
O=C(CCc1nnc(-c2ccccc2)o1)NCC1CCN(C2CCCC2)CC1,-4%,2.2,2.1,7.0,0.34,-0.27,0.28,0.16,-0.03,1440,i,17,0.2%,0.0%,-7%,-2.5,1176
CN(C)CCCN(C(=O)c1ccc2c(c1)CCCC2)c1nc2ccc(Cl)cc2s1,6%,2.5,1.5,0.8,-0.5,-0.15,-0.42,-0.17,0.25,1120,i,25,-3.6%[50 µM],-4.7%,1%,2.1,975
CCOCCc1nnc(NC(=O)c2cc(OC)c(OC)cc2[N+](=O)[O-])s1,5%,2.8,2.2,6.6,-0.76,-0.27,-0.051,0.58,-0.19,1494,i,19,1.3%,0.1%,7%,0.2,1559
COCCNC(=O)/C(C#N)=C/c1ccc(OCc2ccccc2)cc1,12%,2.5,3.4,2.9,-0.74,-0.35,-0.3,0.71,-0.74,1630,i,7,?,2.6%,7%,0.5,1531
CC(Oc1cc(F)ccc1[N+](=O)[O-])C(=O)N(C)CC(=O)Nc1ccccc1C(F)(F)F (stereo unspecified),4%,3.1,2.4,5.2,-0.73,-0.16,-0.37,0.97,-0.13,1268,i,-4,3.9%,0.9%,7%,-0.2,1108
CCOC(=O)NC(c1cccc(Cl)c1)C1CCCCCC1=O (stereo unspecified),4%,1.2,2.5,7.2,-0.91,0.27,-0.25,0.78,0.93,880,i,-2,0.3%,-0.1%,-7%,nt,nt

# Compound activity deposited in PubChem by several laboratories.
